HTR2A ag: mouse Htr2a agonists via beta-arrestin recruitment, primary screen, cell-based, luminescence | 5-hydroxytryptamine receptor 2A (Mus musculus), P35363 | CHO-K1 mHTR2A beta-arrestin complementation; percent of 30 µM serotonin response | activation, % at 7.6 µM | 0.66% of 360,000 active;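 active = activation above a run cutoff, the mean activation of all tested compounds plus 3 SD, cut at about 14% in these data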;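 note: 0% = plate median of compound wells and 100% = 30 µM serotonin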
H9c2 protect: cardioprotection against H2O2-induced cell death, primary screen, uHTS, H9c2 cells, ATPLite luminescence. 0.63% of 360,000 active. AID 588492, 2011. H9c2 cardiomyocytes, H2O2 injury protection, 2 h. protection from H2O2 cell death, % at 20 µM;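 active = compounds giving at least 50% protection of heart cells from peroxide-induced death in the single-dose screen, raw or plate-pattern-corrected value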;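 note: 0% = DMSO wells with peroxide and 100% = DMSO wells without peroxide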
ABCB6 inh MLPCN: ABCB6 transporter inhibitors, primary screen, K562-ABCB6 cells, flow cytometry, MLPCN library. ATP-binding cassette sub-family B member 6 (Homo sapiens), Q9NP58. K562-ABCB6 porphyrin accumulation, 1 h; active compounds read low. fluorescence ratio to DMSO, % at 10 µM. 0.19% of 360,000 active. AID 602162, 2011;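 active = fluorescence ratio to DMSO below 75%, the collection mean minus 3 SD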;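 note: signal is porphyrin accumulated inside mitochondria; 100% equals median channel fluorescence of DMSO control wells; lower ratio means ABCB6 inhibition with less porphyrin fluorescence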
TLR9-MyD88 inh: inhibitors of TLR9-MyD88 association in cells, primary screen, cell-based, CHO, BLA complementation, fluorescence; Toll-like receptor 9 (Homo sapiens) + Myeloid differentiation primary response protein …; CCF4 FRET ratio; inhibition, % at 4.98 µM; 0.21% of 340,000 active; AID 504734, 2011;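 active = inhibition above the mean over all tested compounds plus 3 SD, cut at about 21% in these data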;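 note: 0% = DMSO only wells and 100% = clavulanate BLA inhibitor control wells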
MC4R barr agon: MC4R agonists recruiting beta-arrestin, primary screen, cell-based, luminescence, agonist arm of biased-ligand search; U2OS MC4R beta-arrestin complementation; percent of melanotan II response, DMSO zero; 0.98% of 360,000 active; activation, % at 8.9 µM;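 active = activation above a per-plate cutoff, the mean activation of sample wells on that plate plus 3 SD, cut at about 8% in these data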
ABHD5-PLIN5 inh: ABHD5-PLIN5 interaction inhibitors, primary screen, cell lysate, split luciferase complementation, luminescence; inhibition, % at 4 µM; 0.78% of 360,000 active; Split G. princeps luciferase complementation, 4 h; AID 602281, 2012; Perilipin-5 (Homo sapiens) + 1-acylglycerol-3-phosphate O-acyltransferase ABHD5 (Homo …;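 active = inhibition above the mean inhibition across every tested compound plus 3 SD, cut at about 22% in these data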;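 note: 0% = DMSO only wells and the 100% control is not disclosed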
Target sequence (Q00G26 whole entry, looked up): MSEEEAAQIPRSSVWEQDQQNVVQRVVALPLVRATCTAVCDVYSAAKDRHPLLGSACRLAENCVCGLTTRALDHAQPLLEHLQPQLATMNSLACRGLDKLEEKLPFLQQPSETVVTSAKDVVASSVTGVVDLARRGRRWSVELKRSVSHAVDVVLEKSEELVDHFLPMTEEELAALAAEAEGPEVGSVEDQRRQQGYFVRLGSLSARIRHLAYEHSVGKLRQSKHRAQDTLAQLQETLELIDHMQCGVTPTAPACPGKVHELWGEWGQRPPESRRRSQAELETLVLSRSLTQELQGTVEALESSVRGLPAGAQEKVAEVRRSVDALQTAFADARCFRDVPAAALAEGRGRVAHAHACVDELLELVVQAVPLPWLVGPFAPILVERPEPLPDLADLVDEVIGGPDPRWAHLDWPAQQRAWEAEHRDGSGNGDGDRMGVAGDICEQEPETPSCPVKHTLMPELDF
Target sequence (Q8WTS1 whole entry, looked up): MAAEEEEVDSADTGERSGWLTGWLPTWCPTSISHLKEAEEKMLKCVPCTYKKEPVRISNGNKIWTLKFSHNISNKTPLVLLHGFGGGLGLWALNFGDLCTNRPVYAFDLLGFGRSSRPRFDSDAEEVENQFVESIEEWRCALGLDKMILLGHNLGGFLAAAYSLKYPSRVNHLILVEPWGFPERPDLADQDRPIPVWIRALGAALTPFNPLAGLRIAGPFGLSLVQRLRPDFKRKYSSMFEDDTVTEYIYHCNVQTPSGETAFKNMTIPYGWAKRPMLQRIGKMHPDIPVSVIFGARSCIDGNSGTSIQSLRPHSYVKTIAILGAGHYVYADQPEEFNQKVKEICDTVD
NOD2-RIPK2 inh: NOD2-RIPK2 binding disruptors in cells, primary screen, fluorescence, CHO cells, BLA complementation; CCF4 ratio; 0.38% of 360,000 active; inhibition, % at 4.98 µM; Receptor-interacting serine/threonine-protein kinase 2 (Homo sapiens), O43353; AID 624267, 2012; in the data active = inhibition above about 21%;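 note: 0% = vehicle only and 100% = reference blocker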
Glyco luc inh: increase of ERlucT glycosylation luciferase signal, primary screen, N-linked glycosylation inhibitor project, D54 ERlucT cells, luminescence, set 2; D54 ERlucT glycosylation luciferase reporter, 24 h; percent of 100 nM tunicamycin response; reporter increase, % at 12.5 µM; 0.23% of 360,000 active; AID 588692, 2011;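 active = mean luciferase reporter signal, scaled so untreated is 0 and the glycosylation-blocking control 100, at or above a set limit in every replicate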;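 note: luciferase carries N-glycosylation sites so blocking glycosylation raises the light; 0% = median of neutral control wells and 100% = median of 100 nM tunicamycin wells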
MC4R antag cAMP: MC4R antagonists of cAMP signaling, primary screen, cell-based, TR-FRET, antagonist arm of biased-ligand search | Melanocortin receptor 4 (Homo sapiens), P32245 | MC4R-expressing cells, MTII-stimulated cAMP, LANCE TR-FRET | inhibition, % at 6.5 µM | 0.48% of 360,000 active;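 active = inhibition above its plate's cutoff, the mean of tested wells on that plate plus 3 SD, cut at about 29% in these data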;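 note: 0% = Melanotan II alone and 100% = Melanotan II plus saturating MCL0020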
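Test system: U2OS cells stably expressing human melanocortin 4 receptor (MC4R); also added: Melanotan II challenge; compound: 6.5 µM single dose; timing: 30-min compound preincubation, 1-h Melanotan II challenge, 1-h detection, room temperature; signal: Eu-cAMP/anti-cAMP TR-FRET, emission 671 nm; repeats: one well per compound, no replicates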
NCOA2 inhibitor: inhibition of GAL4-SRC2 driven luciferase reporter, primary screen, SRC2 inhibitor project, cell-based, luminescence; HEK293 GAL4-SRC2 luciferase reporter; Nuclear receptor coactivator 2 (Homo sapiens), Q15596; inhibition, % at 9 µM; 0.17% of 370,000 active;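 active = inhibition above the mean inhibition of all tested compounds plus 3 SD, set per campaign, cut at about 52% in these data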;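 note: 0% = DMSO treated cells and 100% = cells given Gossypol at 36 µM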
Active calls of the source: *; . = no result given. Not all compounds are listed; count on the stated rates, not on these rows.

SMILES	HTR2A ag	H9c2 protect	ABCB6 inh MLPCN	TLR9-MyD88 inh	MC4R barr agon	ABHD5-PLIN5 inh	NOD2-RIPK2 inh	Glyco luc inh	MC4R antag cAMP	NCOA2 inhibitor
COC(=O)Cn1c(=O)c2c(nc3n2CCCN3CCc2ccccc2)n(C)c1=O	-1	3	109	6	-1.5	7	0	3	7	-4
O=C(NCc1cccnc1)c1c(F)c(F)c(F)c(F)c1F	3	-3	102	-5	0.6	2	3	0	15	-37
COc1ccccc1N1CCN(C(=O)c2cc(C)on2)CC1	-4	4	86	2	-0.6	-3	16	-1	4	12
O=C(CCc1ccccc1)NC(=S)Nc1ccc(S(=O)(=O)N2CCOCC2)cc1	4	23	100	3	-0.2	-2	-12	-2	1	8
CCC(=O)Nc1ccc2c(c1)ncn2-c1ccc(C)cc1	-3	-8	99	6	-1.1	-4	-3	-3	-1	-22
CCOC(=O)C1CCCN(C(=O)Nc2ccccc2)C1 (configuration not stated)	8	-3	95	-4	0.4	0	-2	2	-1	7
CC1CC(C)CN(CCCNC(=O)c2ccc3c(SCC(=O)O)c4c(nc3c2)CCC4)C1 (configuration not stated)	0	12	96	6	-1.0	-5	-4	0	4	-28
COc1cc(C(=O)Nc2cc3c4c(c2)CC(=O)N4CCC3)cc(OC)c1OC	2	10	94	4	-1.8	-3	10	3	1	-28
COc1cc(C(c2sc3ncnn3c2O)N2CCN(c3ccccc3F)CC2)cc(OC)c1OC (configuration not stated)	1	-6	104	-3	-0.9	5	4	7	13	-3
CCCC(=O)Nc1nn(CC(C)C)c2nc3cc(C)ccc3cc12	-3	-7	107	-1	-1.0	-16	3	-2	-1	0
O=C(CNc1ccc(F)cc1Cl)Nc1cccc(S(=O)(=O)N2CCCCC2)c1	-10	-7	96	-10	2.3	4	4	-2	12	7
S=C(NCc1ccco1)Nc1ccccc1	2	3	99	-10	1.2	4	1	-1	4	2
CCCCNC(=O)CCC(=O)NNc1nc2ccccc2c2nc(-c3ccccc3)nn12	5	48	95	19	-2.5	3	11	2	9	-11
Cc1ccc(-c2ccc(=O)n(CCC(=O)N3CCN(Cc4ccccc4)CC3)n2)cc1	2	9	96	-4	-0.4	3	-7	0	3	16
COc1ccc(Cc2nnc(SC(C)C(=O)Nc3ccc(C(N)=O)cc3)o2)cc1 (configuration not stated)	1	-5	89	4	-3.0	0	-4	3	0	16
CCN(CC(=O)Nc1ccccc1C(F)(F)F)C(=O)c1cccc(S(=O)(=O)N2CCN(C)CC2)c1	1	-2	99	3	0.7	-3	1	0	-6	7
COc1ccc(S(=O)(=O)Nc2ccc3c(c2)C(=O)N([C@H](C)CO)C[C@H](C)[C@@H](CN(C)S(=O)(=O)c2ccc(F)cc2)O3)cc1	1	1	101	-11	-0.6	-9	-5	2	12	-33
O=C(CNC(=O)c1nn(Cc2ccccc2)c(=O)c2ccccc12)Nc1ccc(F)c(F)c1F	2	4	98	-1	3.1	0	-3	0	-1	-5
O=C(CCCN=C1NS(=O)(=O)c2ccccc21)Nc1ccc(Cl)cc1	-13	2	99	4	-2.3	6	1	-3	2	3
Cc1cc(NC(=O)CN(C)CC(=O)Nc2ccc(Cl)c(C(F)(F)F)c2)no1	0	-14	88	6	-1.6	-3	-5	2	5	11
C[C@@H](C(=O)Nc1cccc(S(=O)(=O)N2CCOCC2)c1)N1C(=O)C2CC=CCC2C1=O (some centres not stated)	4	-8	102	-6	-1.9	1	3	2	10	14
O=C(NNC(=O)c1ccccc1Br)c1cccc(Cl)c1	5	-2	103	4	-0.3	6	-9	2	8	-78
Cc1onc(-c2ccccc2Cl)c1C(=O)N(C)Cc1ccccc1	-8	3	97	1	-2.8	-10	5	-2	0	4
O=C(O)c1ccc(/C=N/Nc2ccc(Cl)nn2)cc1	-4	5	97	-4	-2.6	-1	-5	2	9	-25
C=CCC[C@@H](Cc1ccc(F)cc1)C(=O)OC[C@H](C)NC(=O)[C@@H](CC=C)CC(=O)N(CCO)Cc1ccccc1	-4	-1	99	-1	0.0	-7	-6	-1	0	18
Additional compounds follow:
SMILES	HTR2A ag	H9c2 protect	ABCB6 inh MLPCN	TLR9-MyD88 inh	MC4R barr agon	ABHD5-PLIN5 inh	NOD2-RIPK2 inh	Glyco luc inh	MC4R antag cAMP	NCOA2 inhibitor
Cc1ccccc1NC(=O)CCc1c(C)nn(-c2ccc(N3CCOCC3)nn2)c1C	2	-2	107	-5	-0.8	5	-7	-1	17	-34
CC(NC(=O)Cn1cccc1)c1ccccc1 (configuration not stated)	5	10	98	-3	-1.4	4	8	1	3	5
CC(NC(=O)COC(=O)c1cc2ccccc2cc1O)c1ccccc1 (configuration not stated)	1	-11	95	12	18*	-3	-4	1	7	-12
CCOC(=O)c1sc2nc[nH]c(=O)c2c1C	4	4	101	-22	-0.7	6	-3	2	1	-5
CCOC(=O)c1ccc(Cn2c(-c3ccccc3)nnc2-c2ccccc2)o1	-3	4	95	-7	0.8	0	3	0	9	-3
Cc1ccc(NNc2c(C)nc3ccccc3nc2=O)cc1	-1	-2	98	.	0.6	1	-12	9	-2	-7
Cc1nn(-c2ccccc2)c2sc(C(=O)N3CCOCC3)cc12	4	10	95	-2	0.1	9	0	-2	-2	-46
CN(CC(=O)NC1CCCC1)S(=O)(=O)c1cnc[nH]1	1	11	114	-11	0.7	-7	-5	0	-2	13
N#Cc1c(-n2cccc2)cccc1-n1cccc1	-2	-4	105	0	-0.6	1	-13	-3	-3	10
O=S(=O)(c1ccc(SCc2ccccc2)nc1)N1CCCCC1	1	-5	94	-3	2.8	-13	-9	1	-2	5
CCc1nc2ccc(C(=O)N3CCN(c4ccccc4)CC3)cc2nc1CC	8	4	99	3	0.1	-6	4	0	-6	5
CCCOc1ccc(C2CC(=O)NC2=O)cc1 (configuration not stated)	1	-2	91	1	-1.5	3	-9	3	8	-40
O=Cc1ccc(N2CCCC2)c([N+](=O)[O-])c1	5	5	93	-3	-2.4	6	3	1	6	3
CCC(=O)NNC(=O)CCC(=O)Nc1ccc(C)cc1C	-1	10	97	-1	-1.2	1	7	1	-2	9
COc1cccc(C(=O)N2CCC(n3nccc3NC(=O)C3CCOC3)CC2)c1 (configuration not stated)	8	-2	94	-8	-0.8	7	-4	1	-3	-1
Fc1ccccc1N1CCN(C(c2ccnc3ccccc23)c2nnnn2-c2ccc3c(c2)OCCO3)CC1 (configuration not stated)	-4	.	95	.	.	-5	-3	.	.	6
Cc1ccc(-c2csc(NC(=O)c3ccc(Br)cc3)c2C(=O)O)cc1	3	-8	90	-13	-1.2	-3	3	-1	2	-29
COc1ccc(-c2cc(C(=O)NCC(c3ccccc3)N(C)C)c3ccccc3n2)cc1OC (configuration not stated)	-19	22	100	-3	-0.3	7	0	30*	19	-25
C/C(=N\NC(=O)c1ccncc1)C12CC3CC(CC(C3)C1)C2	-4	13	101	-4	-2.1	-1	-8	-2	13	-17
O=C1NC(=S)N/C1=C/c1ccc2ccccc2c1	-5	3	137	-7	-2.1	-1	-3	0	3	-8
CC(=O)Nc1cccc(-n2nnc(SCC(N)=O)n2)c1	-1	3	103	9	-0.7	3	1	1	1	-5
COc1cc(CN2CCCC(C(=O)N3CCc4ccccc4C3)C2)cc(OC)c1OC (configuration not stated)	-6	-6	100	-2	-2.4	3	-4	-3	3	15
CC(=O)c1ccc(S(=O)(=O)N(CCCO)Cc2cc3cc4c(cc3[nH]c2=O)OCCO4)cc1	-3	3	90	-5	-2.5	5	-8	4	7	-23
COc1ccc(S(=O)(=O)Nc2nnc(Cc3ccc(OC)c(OC)c3)s2)cc1	0	22	98	9	0.8	-4	3	1	5	5
CCN1CCN(C(c2cc3cccc(C)c3[nH]c2=O)c2nnnn2Cc2ccccc2)CC1 (configuration not stated)	-5	5	80	-2	1.0	7	-1	0	-2	-1
Next section
SMILES	HTR2A ag	H9c2 protect	ABCB6 inh MLPCN	TLR9-MyD88 inh	MC4R barr agon	ABHD5-PLIN5 inh	NOD2-RIPK2 inh	Glyco luc inh	MC4R antag cAMP	NCOA2 inhibitor
CC1CN(C(=O)c2cccn(Cc3c(Cl)cccc3Cl)c2=O)CC(C)O1 (configuration not stated)	-2	2	95	-1	-1.3	-3	-2	0	-1	32
Cn1nc(C(=O)NC(C)(C)C)c2ccccc21	1	-9	108	4	3.3	7	-1	1	6	13
Cc1ccccc1NC(=O)c1ccc2nccnc2c1	0	7	101	-10	-2.2	0	7	-4	10	-12
Cc1cccc(OCC(=O)Nc2ccncc2)c1	-1	-7	96	-6	-2.2	7	-5	0	-2	-8
CC(=O)Nc1ccc(-c2csc(NC(C)c3ccccc3)n2)cc1 (configuration not stated)	-2	5	102	-24	-2.8	-6	0	0	10	-10
O=C(NCc1ccccc1)/C(=C\c1ccc(O)cc1)NC(=O)c1ccco1	1	5	103	-11	-4.9	2	-5	5	7	-16
O=c1c2ccccc2c(=O)n(-c2ccccc2)n1CCCCBr	-6	4	95	.	-3.3	-2	4	0	8	-13
CN(C)CCCNC(=O)C[C@H]1C[C@H](C(=O)N2CCCCC2)[C@@]2(C)c3[nH]c4ccc(Cl)cc4c3CCN2C1=O	-2	6	96	3	0.3	5	-1	-1	-2	12
CC(=O)c1ccc(OCCCC(=O)n2nnc3ccccc32)cc1	5	-5	91	6	-0.8	-1	-11	2	-1	21
CCN(CC)S(=O)(=O)c1ccc(C(=O)Nc2ccc3c(c2)OCCO3)cc1	-3	1	92	2	0.7	-2	3	-1	2	-7
COc1cccc(OC)c1C(=O)N[C@@H]1C(=O)N2[C@@H]1SC(C)(C)[C@@H]2C(=O)O	0	1	93	1	0.9	-5	4	-4	2	-18
CCOC(=O)c1cccc(NC(=O)CCc2nnc3ccc(N4CCN(C)CC4)nn23)c1	-4	6	97	3	-1.4	1	7	0	5	4
CSc1ccc(S(=O)(=O)Nc2ccc3c4c(cccc24)CC3)cc1	-4	-15	102	6	-0.2	-12	-2	-1	-3	-2
O=C(NCc1ccccc1)C(c1ccco1)N1CCN(C(=O)C2CCCO2)CC1 (configuration not stated)	1	.	.	.	.	-1	-18	.	.	-21
CCCS(=O)(=O)c1nc(C)cc(C)c1S(C)(=O)=O	5	2	83	-5	0.0	1	-10	2	-1	-3
